High-throughput results: PubChem BioAssay, The Scripps Research Institute Molecular Screening Center
OX1R antag-1: OX1R (human) antagonism | 330,000 compounds, 1.8% hits | inhibition, % at 6.6 µM | AID 485270 | OX1R-expressing cells, FRET antagonist read-out | O43613; in the data active = inhibition mostly above about 38%, no sharp cut-off; inactive = mostly below about 40%;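 note: 0% = agonist challenge alone and 100% = reference antagonist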
Target sequence (O43613 whole entry, looked up): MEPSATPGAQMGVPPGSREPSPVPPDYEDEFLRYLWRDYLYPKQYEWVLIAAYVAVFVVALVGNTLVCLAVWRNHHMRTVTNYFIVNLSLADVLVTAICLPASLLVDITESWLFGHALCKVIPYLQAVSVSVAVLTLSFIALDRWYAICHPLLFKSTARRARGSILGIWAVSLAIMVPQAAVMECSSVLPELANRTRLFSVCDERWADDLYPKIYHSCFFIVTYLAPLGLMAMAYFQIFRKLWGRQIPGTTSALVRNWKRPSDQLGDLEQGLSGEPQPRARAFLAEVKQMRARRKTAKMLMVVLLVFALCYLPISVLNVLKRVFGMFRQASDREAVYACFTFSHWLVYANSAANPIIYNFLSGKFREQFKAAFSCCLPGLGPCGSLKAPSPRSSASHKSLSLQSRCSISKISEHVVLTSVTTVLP
OX1R antag-2: human HCRTR1 antagonism | O43613 | CHO/OX1R cells, Fluo-8 calcium fluorescence, orexin A | inhibition, % at 5 µM | 330,000 compounds, 0.43% hits | AID 434989;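 active = inhibition above its plate's threshold, mean inhibition of all tested compounds on the plate plus 3 SD, cut at about 37% in these data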;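 note: 0% = orexin A challenge wells and 100% = SB-334867-A antagonist wells; not every result past the cut was called active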
* hit, by the source's call.

Values in the order – OX1R antag-2, OX1R antag-1
CCOC(=O)c1oc2cc(OCC(N)=O)ccc2c(=O)c1-c1ccc(OC)c(OC)c1
→ 1, 10
COc1ccccc1N1CCN(Cc2cn[nH]c2-c2ccc(F)cc2)CC1
→ -45, 12
Cc1cc(Br)ccc1SCC(=O)OCC(=O)N1CCN(C(=O)c2ccco2)CC1
→ -22, 16
CCN(CC1COc2ccccc2O1)C(=O)c1ccc(Cl)c(S(=O)(=O)N2CC(C)OC(C)C2)c1 (configuration not stated)
→ -11, 50*
c1ccc(Cn2nnc(CNc3ccccc3)c2-c2c(CNc3ccccc3)nnn2Cc2ccccc2)cc1
→ -19, 36
CC(=O)c1cccc(NC(=O)c2cccc3ccccc23)c1
→ -11, 9
CC1CCN(c2c(NCc3ccc(C(=O)N4CCc5ccccc54)cc3)c(=O)c2=O)CC1
→ -22, 4
CCc1ccc(CNc2ccc(O)cc2)cc1
→ -3, 31
O=C(OCC(=O)c1ccccc1Br)c1ccccn1
→ -14, 20
C=CCOC(=O)COc1ccc2c(C)c(C)c(=O)oc2c1
→ -24, 12
O=C(Nc1cccc(F)c1)/C(=C/c1ccco1)NC(=O)c1ccco1
→ -5, 47
O=C(O)CCC(=O)Nc1ccccc1C(=O)NC1CCCCC1
→ -5, 32
Nc1cc(C(=O)OCC(=O)Nc2cccc(S(=O)(=O)N3CCOCC3)c2)ccc1Cl
→ -8, 4
CC1=C(C(N)=O)C(c2ccc(Cl)cc2)n2nc(CCCO)nc2N1 (configuration not stated)
→ 3, 7
COc1ccc(-n2nc(C(=O)NCC(=O)N3CCN(c4ccccc4F)CC3)c3ccccc3c2=O)cc1
→ -37, 13
CCCCC(CC)C(=O)Nc1ccc(Cl)cn1 (configuration not stated)
→ -22, 15
Cc1nc2nc(SCC(=O)NCCN3CCOCC3)nn2c(C)c1Cc1ccccc1
→ -34, 19
CCOC(=O)c1c(S(=O)(=O)Nc2ccc(C)cn2)c(C)n(C)c1C
→ -6, 16
CCOC(=O)C1=C(C)NC(=S)N(C(C)=O)C1c1ccc(Cl)cc1 (configuration not stated)
→ -19, 27
N#CCC(=O)NCCCOC(=O)Nc1ccc(Cl)c(Cl)c1
→ 6, 11
O=C(COc1ccc(Cl)cc1Cl)Nc1cccnc1
→ -8, 7
CCOc1ccccc1C(=O)NCC(=O)OCCOc1cccc(Cl)c1
→ -12, 15
CCOc1ccc(CN2C(=O)CC(=O)N(S(=O)(=O)c3ccc(OCC)cc3)C2=O)cc1
→ -20, 2
CC1=NN(c2cccc(Cl)c2)C(=O)C12CC(C)=C(C)CS2 (configuration not stated)
→ -7, 8
Cc1ccc2nc(/C(C#N)=C/c3ccc(-c4ccccc4C(=O)O)o3)[nH]c2c1
→ 26, 8
O=C(Nc1ccccc1Cl)c1cc[n+](Cc2ccc([N+](=O)[O-])cc2)cc1
→ -14, 40*
CN(CCc1cn[nH]c1)C(=O)CC1C(=O)NCCN1Cc1cccc(Oc2ccccc2)c1 (configuration not stated)
→ -23, 19
Cc1cccc(-n2cccc2)c1C#N
→ -29, 6
Cc1nn(C(C)(C)C)c(N)c1-c1ccccc1
→ -6, 0
[2H]c1c([2H])c([2H])c(C(=O)c2sc(N3CCCCCC3)nc2-c2ccccc2)c([2H])c1[2H]
→ -2, 19
CCOc1ccc(C2CC(=O)n3nc(C45CC6CC(CC(C6)C4)C5)nc3S2)cc1OC (configuration not stated)
→ -21, 28
O=S(=O)(c1ccc2c(c1)OCO2)N1CCN(c2nnnn2-c2ccccc2)CC1
→ -19, 12
CC(=O)c1c(C)[nH]c(C(=O)OCC(=O)Nc2cccc(S(=O)(=O)N3CCCC3)c2)c1C
→ 39*, 13
C/C(O)=C(\C#N)P(=O)(c1ccccc1)c1ccccc1
→ -13, 7
NC(=O)NCC12CC3CC(CC(C3)C1)C2
→ -3, 5
COC(=O)CSc1nnc(-c2ccc(S(=O)(=O)N3CCCC3)cc2)o1
→ -17, 18
Cc1nn(-c2ccccc2)c(Cl)c1C1C(C#N)=C(N)OC2=C1C(=O)CCC2 (configuration not stated)
→ -24, 17
Cc1cc(C)cc(NCc2cc(=O)oc3cc(-c4ccccc4)c(O)cc23)c1
→ -24, 17
CN(C)C(=O)c1ccc(NC(=O)COC(=O)C2CCN(S(=O)(=O)c3ccc4c(c3)OCCO4)CC2)cc1
→ -13, 0
Cc1ccc2nc(SCC(=O)N3CCC(C)CC3)nc(=O)n2c1
→ -21, 22
O=C(COC(=O)Cc1ccc(Cl)cc1)NCc1cccs1
→ -17, 4
CC(=O)c1ccc(NC(=O)CN2C(=O)NC(C)(c3ccc4c(c3)OCCO4)C2=O)cc1 (configuration not stated)
→ -16, 11
COc1ccc(S(=O)(=O)NCC2CCCN(Cc3ccc(C)o3)C2)cc1 (configuration not stated)
→ -19, 5
COc1ccc(NC(=O)c2ccc3ncsc3c2)c2ccccc12
→ -13, 13
O=C(CCSc1nnc2ccccn12)Nc1ccc2c(c1)OCO2
→ -19, 10
CCC/C(O)=C1\C(=O)CC(C)(C)CC1=Nc1cccc([N+](=O)[O-])c1
→ -36, 4
CCOc1ccccc1OCCC(=O)OCC(=O)Nc1c(C)nn(-c2ccccc2)c1C
→ -20, 8
COc1ccc(CCNc2c([N+](=O)[O-])c(=O)oc3ccccc23)cc1OC
→ -12, 26
CC(=O)N1CCc2cc(S(=O)(=O)NC(C(=O)NC(C)c3ccccc3)C(C)C)ccc21 (configuration not stated)
→ -20, 8
COc1ccc(NC(=O)CN(C)S(=O)(=O)c2cccc3nsnc23)cc1
→ -12, 37

More entries follow.
Values in the order – OX1R antag-2, OX1R antag-1
Cc1ccc(OCC(=O)Nc2nc(-c3ccccn3)cs2)c(C)c1
→ -9, 10
O=C(NC1CCCCC1)C1CCN(S(=O)(=O)c2cccs2)CC1
→ -14, 14
O=S(=O)(Cc1ccccc1)Nc1ccccc1
→ -9, 17
CCN(CC(=O)NCc1ccc(Cl)cc1)C(=O)/C=C/c1ccccc1
→ -39, 25
COc1ccccc1NC(=O)Nc1ccccc1Br
→ -3, 14
Cc1cc(C(=O)Nc2nncs2)oc1C
→ -1, -2
O=C(O)c1cccc(NC(=O)c2cccc(S(=O)(=O)N3CCCCC3)c2)c1
→ -11, 6
CCn1c(SC)nnc1C1CCN(CC(=O)Nc2ccccc2N2CCOCC2)CC1
→ -12, 22
COc1ccc(C(=O)N/N=C/c2ccc(OC)c(OS(=O)(=O)c3ccccc3)c2)cc1
→ -33, 9
Cc1ccc(S(=O)(=O)CCC(=O)OCC(=O)c2ccc(F)cc2)cc1
→ -30, 20
COc1ccccc1C(=O)NCCc1nc2ccccc2n1C
→ -9, 13
CCC1Oc2ccccc2N(CC(=O)Nc2ccc(OC)cc2OC)C1=O (configuration not stated)
→ -29, 1
CCOC(=O)N1CCN(C(=O)COc2ccc(S(=O)(=O)NC(C)C)cc2)CC1
→ 6, 15
Cc1cccc(-n2nc([N+](=O)[O-])c(N3CCN(C(=O)c4ccco4)CC3)[n+]2[O-])c1
→ -15, 57
CCc1nc(SCc2cc(Cl)ccc2OC)n[nH]1
→ -8, 12
COc1ccc(CNC(=O)C2CCN(C(=O)Cc3ccccc3)CC2)cc1
→ -11, 11
CCCNC(=O)c1ccc2c(=O)c(O)c(-c3cccc(Br)c3)[nH]c2c1
→ -1, 11
O=C(CSc1nnnn1-c1ccccc1)NCc1ccco1
→ 2, 5
O=C(NCc1ccccc1F)c1ccncc1
→ 4, 38
c1ccc2c(c1)sc1nnnn12
→ -24, 20
CN(Cc1nc(Cc2ccccc2F)no1)CC1(N2CCOCC2)CCCCC1
→ -20, 21
Cc1ccnc(NS(=O)(=O)c2ccc(NC(=O)CN3C(=O)CCC3=O)cc2)n1
→ -6, 13
O=C(Nc1ccc(OCC(=O)N2CCC(Cc3ccccc3)CC2)cc1)c1ccco1
→ -23, 16
Cn1nc(C(=O)NCCCN2CCCCC2)c2c1-c1ccccc1S(=O)(=O)C2
→ -5, 9
O=C(Nc1nc2ccc(Cl)cc2s1)c1ccco1
→ -9, 27
COc1ccc(S(=O)(=O)N2CCN(CC(=O)Nc3cccc(F)c3)CC2)cc1
→ -13, 36
O=C(COc1ccc(Cl)cc1Br)OCC(=O)c1ccc[nH]1
→ -24, -2
CCn1c(CC(=O)Nc2ccccc2F)nnc1SCC(=O)Nc1nncs1
→ -9, 4
Cc1nn2c(NCc3ccccn3)cc(C(C)C)nc2c1-c1ccccc1
→ -37, 2
c1ccc(-c2nnsc2-c2ncc[nH]2)cc1
→ -4, 30
COc1ccc(C2=NOC(C(=O)NCc3cccnc3)C2)cc1OC (configuration not stated)
→ -17, 4
O=C(c1nc2ncccn2n1)N1CCc2ccccc2C1
→ 0, 7
COc1cc(/C=N/NC(=O)CC2C(=O)NN=C2C)ccc1O (configuration not stated)
→ -15, 4
CCC(=O)Nc1nnc(-c2ccc(OC)cc2)o1
→ -12, 11
Cc1cc(C)c(S(=O)(=O)c2cc(F)ccc2C)c(=O)[nH]1
→ -6, 18
COc1ccc2c(C)c(CC(=O)N3C[C@H]4C[C@@H](C3)c3cccc(=O)n3C4)c(=O)oc2c1OC
→ -4, 13
COC(=O)c1ccc(NC(=S)Nc2ccc3ccccc3c2)cc1
→ -24, 23
Cc1cc2oc(C(=O)NCc3ccncc3)c(C)c2cc1C
→ -21, 15
Cc1nc2c3cc(Cl)ccc3n(CCN3CCCCC3)c2s1
→ -31, 7
NC(=O)c1ccc(N2CCNC(=O)C2)c([N+](=O)[O-])c1
→ -6, 43
CC(C)c1ccc(NC(=O)CSc2nc3ccsc3c(=O)n2Cc2ccc(C(=O)O)cc2)cc1
→ 17, 12
Cc1c(C(=O)NC(C)C)sc2ncn(CC(=O)N3CCC(C)CC3)c(=O)c12
→ -5, 12
Cc1c(N=C(N)/N=C(\N)Nc2ccc(Br)cc2)c(=O)n(-c2ccccc2)n1C
→ -9, 5
COc1ccc(N(C(=O)C2CSC(=O)C2)C(C(=O)NC(C)(C)C)c2ccncc2)cc1 (configuration not stated)
→ -19, 0
CCN1C2=NCCCN2c2cc(C)c(C)cc21
→ -10, 4
Cc1cccc2cc(CN(CC3CCCO3)C(=O)c3cccnc3)c3nnnn3c12 (configuration not stated)
→ -17, 7
COc1ccccc1C(O)P(=O)(OCC(C)C)c1ccc(N(C)C)cc1 (configuration not stated)
→ -4, 10
CC(=O)C1=C(O)C(=O)N(c2ccc(Br)cn2)C1c1ccc(F)cc1 (configuration not stated)
→ 4, 11
Nn1c(Cc2ccccc2)nc2ccccc2c1=O
→ -5, 7
CCC(=O)OCC(=O)C1(OC(=O)CC)[C@H](C)C[C@H]2[C@H]3[C@H]([C@@H](O)C[C@@]21C)[C@@]1(C)C=CC(=O)C=C1C[C@H]3Cl (some centres not stated)
→ -30, 16

By substructure, the compounds so far containing a COOH group
Values in the order – OX1R antag-2, OX1R antag-1
O=C(O)CCC(=O)Nc1ccccc1C(=O)NC1CCCCC1
→ -5, 32
Cc1ccc2nc(/C(C#N)=C/c3ccc(-c4ccccc4C(=O)O)o3)[nH]c2c1
→ 26, 8
O=C(O)c1cccc(NC(=O)c2cccc(S(=O)(=O)N3CCCCC3)c2)c1
→ -11, 6
CC(C)c1ccc(NC(=O)CSc2nc3ccsc3c(=O)n2Cc2ccc(C(=O)O)cc2)cc1
→ 17, 12

(listing goes on)
Values in the order – OX1R antag-2, OX1R antag-1
C/C(Cn1nc([N+](=O)[O-])cc1C)=N\NC(=O)COc1ccc(Cl)cc1Cl
→ -17, 22
COC(=O)c1ccc(NC(=O)CCS(=O)(=O)c2ccc(C)cc2)cc1
→ -37, -7
Cc1cc(Br)ccc1SCC(=O)OCC(=O)c1c(N)n(C)c(=O)n(C)c1=O
→ -6, 9
CCc1ccc2c(c1)c1nc(C)sc1n2CC(=O)OC
→ -14, 6
COc1ccc(-c2c(C#Cc3ccsc3)c3cc(-c4ccc5[nH]ccc5c4)ccc3n2C)cc1
→ 13, 7
NS(=O)(=O)c1ccc(NC(=S)N2CCCC2)cc1
→ -4, 1
CC(C)(C)NC(=S)NNC(=O)c1cccc(Br)c1
→ -15, 21
COC(=O)/C=C1\SC(=NC(=O)c2cccc(Cl)c2)NC1=O
→ -5, 24
CCN(CC)CCN1C(=O)C(=O)/C(=C(/O)c2ccc(S(=O)(=O)N3CCOCC3)cc2)C1c1ccc(C(C)(C)C)cc1 (configuration not stated)
→ -10, 19
CC(=O)Nc1ccc(NS(=O)(=O)Cc2ccccc2)cc1
→ -10, 1
O=C1NC(c2ccccc2OC(F)F)Oc2ccccc21 (configuration not stated)
→ -12, 23
Cc1ccc(C(=O)NC(=S)N2CCN(C(=O)OC(C)(C)C)CC2)cc1Br
→ -24, 9
COC(=O)CN1C(c2ccc(OC)cc2)=Nc2ccc(Cl)cc2C1c1ccccc1 (configuration not stated)
→ -27, 21
CCC(=O)Nc1ccc(N/C(N)=N/c2nc(C)cc(C)n2)cc1
→ -17, -1
O=S(=O)(NCCNS(=O)(=O)c1ccccc1)c1ccccc1
→ -6, 11
CCN(Cc1ccccc1)S(=O)(=O)c1ccc(S(=O)(=O)N2CCN(C)CC2)cc1
→ -10, 5
Cn1c(SCc2ccc(Br)cc2)nc2ccccc2c1=O
→ -18, 27
CCN(CC)C(=N)/C(C#N)=N/Nc1ccc(C)cc1
→ -18, 8
CC(OC(=O)c1nsc(Cl)c1Cl)C(=O)NC1CCCCC1 (configuration not stated)
→ -14, 18
CC(/C=N/n1c(-c2cc(C)[nH]n2)n[nH]c1=S)=C\c1ccco1
→ -16, 10
CCCNS(=O)(=O)c1ccc(OCC(=O)NCc2ccco2)cc1
→ -18, 10
CC(C)n1nc(C(=O)Nc2cccc(S(=O)(=O)N3CCOCC3)c2)c2ccccc2c1=O
→ -8, 3
CCOc1ccc(S(=O)(=O)N(C)c2ccc(OCC(=O)Nc3ccc4[nH]c(=O)[nH]c4c3)cc2)cc1
→ -16, 21
NC(=O)C1CCN(C(=O)Nc2ccccc2)CC1
→ -17, 3
CCn1cc(C(=O)O)c(=O)c2cc(F)c(N3CCN(C(=S)Nc4ccccc4OC)CC3)cc21
→ -12, 9
COc1cc(/C=C(\C#N)C(N)=O)ccc1OS(=O)(=O)c1ccc(C)cc1
→ 14, 10
